High-throughput results from PubChem.
GSIS activator: GLuc luminescence reporter in INS-1E cells, primary screen for activators of glucose-dependent secretion of insulin. INS-1E GLuc reporter insulin secretion, 2-3 h. activation, % at 16.6 µM. 370,000 tested, 0.61% active;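 active = lowest replicate activation of at least 40%, so every replicate reaches that level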;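 also: 0% = median of neutral control wells and 100% = median of IBMX positive control wells; some compounds called inactive have numbers as strong as hits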
Xi reactivation: X-chromosome reactivation activator. 360,000 tested, 0.055% active. XiGFP mouse fibroblasts, % GFP-positive cells imaging, 3 d; cells co-treated with 5-aza-dC sensitizer; scaled so ellipticine positive control = 100%. AID 743238. activation, % at 7.58 µM;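 active = mean normalized replicate activation at least 10% and every replicate at or above 10%; inconclusive = only one of the two criteria met; inactive = mean below 10% and not all replicates reach 10%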;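 also: 0% = median of on-plate neutral control wells and 100% = ellipticine 6 µM median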
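System: SV40-immortalized XiGFP fibroblast cells, line 68-5-11 / Incubation: 3-day compound exposure, then 15 min fixation at room temperature / Compound: single concentration per compound, delivered by pin transfer / Buffer or medium: DMEM plus 5-aza-dC sensitizer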
ERp5 block: ERp5 (human) disulfide isomerase inhibition; Q15084; ERp5 insulin aggregation, absorbance 650 nm, 90 min; inhibition, % at 9.99 µM; 350,000 tested, 0.05% active;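 active = mean replicate inhibition above about 25%, with every replicate also reaching it, limit read from the data, passing the limit was not always enough; inconclusive = only one of those two criteria met; inactive = neither criterion met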
Target sequence (Q15084 whole entry, looked up): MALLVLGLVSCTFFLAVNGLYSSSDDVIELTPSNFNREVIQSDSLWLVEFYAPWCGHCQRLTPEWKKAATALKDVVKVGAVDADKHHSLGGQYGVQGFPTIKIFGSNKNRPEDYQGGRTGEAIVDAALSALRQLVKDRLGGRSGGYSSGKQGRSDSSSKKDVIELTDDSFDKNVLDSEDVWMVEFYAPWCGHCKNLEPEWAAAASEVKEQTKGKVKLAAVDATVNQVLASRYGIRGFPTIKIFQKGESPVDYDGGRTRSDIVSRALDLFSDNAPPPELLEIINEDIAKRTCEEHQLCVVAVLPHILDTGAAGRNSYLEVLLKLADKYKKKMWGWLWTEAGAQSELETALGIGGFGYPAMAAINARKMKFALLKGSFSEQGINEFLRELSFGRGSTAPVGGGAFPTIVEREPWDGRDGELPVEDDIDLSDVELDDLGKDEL
F508del corr: CFTR F508del correction in bronchial cells; CFBE cells, YFP halide quenching; stimulated with forskolin plus potentiator P3; % fluorescence drop versus neutral controls; AID 720511; activity (quench increase), % at 7.58 µM; 350,000 tested, 0.36% active;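 active = mean added fluorescence quench of at least 8% versus neutral control, with both replicates also reaching 8%; inconclusive = only one of the mean or replicate conditions met; inactive = mean below 8% and not both replicates reaching 8%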;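 also: cells transiently co-express mutant CFTR-F508del with the halide-sensitive YFP; corrector assay measuring rescue of mutant channel to the surface after 24 h compound exposure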
EWS-Fli inh: EWS/Fli transcriptional activity inhibition | A673 NR0B1-luciferase reporter, viability-normalised | AID 651661 | inhibition, % at 12.6 µM | 350,000 tested, 0.67% active;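 active = mean inhibition of at least 50% after viability correction, with every replicate also passing that limit; inconclusive = mean reaches 50% but only one of two replicates passes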;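 also: firefly luciferase signal divided by Alamar Blue viability fluorescence both relative to DMSO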
PAX8 reporter: lowers PAX8-driven luciferase in RMG-I cells. RMG-I TPO-luciferase reporter, SteadyGlo, 24 h. 360,000 tested, 1.2% active. inhibition, % at 12.6 µM;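 active = mean replicate inhibition at least 60% with every replicate also reaching 60%; inconclusive = only one of the two criteria is met; inactive = mean below 60% and not all replicates reaching 60%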;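 also: luciferase light reporting Pax8 driven TPO promoter activity; plate controls were median of neutral control wells for no effect and mitoxantrone controls for full effect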
DENV2 CPE rescue: inhibitors of DENV2 cytopathic effect; 350,000 tested, 1.7% active; DENV2-infected cells, cytopathic effect rescue, plate reader; CPE inhibition, % at 9.99 µM; in the data active = CPE inhibition above about 20%, passing the limit was not always enough; inconclusive = no clear call, values can overlap the other calls; tested in BHK-21 cells;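 also: 0% = median of neutral control wells and 100% = median of positive control wells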
ARNT TACC3 PPI: ARNT/TACC3 interaction disruption; Q9Y6A5; AlphaScreen His-ARNT PAS-B/GST-TACC3 binding, luminescence; TACC3 fragment carries E629A point mutation; inhibition, % at 9.99 µM; 390,000 tested, 0.66% active;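 active = mean inhibition of replicates at least 50% and at least half of replicates each reaching 50%; inconclusive = half or more replicates reach 50% but mean below 50%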;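 also: 0% = complete ARNT plus TACC3 wells and 100% = ARNT alone without TACC3; many hits fall short of the cut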
* = called active by the depositor; ? = inconclusive; . = no result given.

SMILES | GSIS activator | Xi reactivation | ERp5 block | F508del corr | EWS-Fli inh | PAX8 reporter | DENV2 CPE rescue | ARNT TACC3 PPI
Cc1c(Br)c([N+](=O)[O-])nn1CC(=O)NCCc1ccc(Cl)cc1 | 2 | 0.1 | -6 | -0.3 | 3 | -6 | 15 | 1
Cc1cc(S(=O)(=O)Nc2c(NC3CCCCC3)c3ccccc3oc2=O)ccc1F | -7 | 0.0 | 2 | 2.0 | -12 | 1 | 2 | -1
O=C(c1ccccc1F)N1CC[C@@H]2[C@H]1c1cc(Br)ccc1N[C@@H]2CO | -2 | 0.1 | -1 | 6.0 | 45 | -3 | -11 | -2
O=C(NCCCN1CCCC1=O)c1cccc(S(=O)(=O)N2CCN(c3ccccc3)CC2)c1 | -10 | 0.1 | 2 | -1.1 | . | 7 | -3 | -5
O=C([C@@H]1[C@@H](CO)[C@@H]2Cn3c(cccc3=O)[C@H]1N2Cc1cccc(Cl)c1)N1CCCCC1 | 28 | 0.1 | 2 | -3.0 | -1 | 14 | 10 | 3
COc1ccc(C2/C=C\CN(CC(C)(C)C)CC(=O)N2Cc2ccc(F)cc2)cc1 (stereo not drawn) | -8 | -0.1 | 4 | 1.0 | 8 | -4 | -3 | -17
Cc1ccc(NC(=O)COC(=O)c2ccc([N+](=O)[O-])o2)cc1S(=O)(=O)N1CCCCCC1 | 2 | 0.0 | 0 | -3.5 | 9 | -13 | 7 | -5
C[C@@H]1CN([C@H](C)CO)S(=O)(=O)c2ccc(C3=CCCCC3)cc2O[C@H]1CN(C)S(C)(=O)=O | -32 | -1.1 | 0 | -0.1 | -2 | . | -6 | -2
O=C(NC1CCCCC1)N[C@H]1CC[C@H](CCNS(=O)(=O)c2ccc(F)cc2)O[C@H]1CO | 6 | -0.4 | 2 | -0.4 | -8 | 2 | -6 | 1
CCN(CC)CCNC(=O)c1ccc(NC(=O)/C=C/c2ccc3ccccc3n2)cc1 | -3 | 0.6 | -11 | -4.7 | -20 | 51 | 10 | 1
O=C(COC(=O)COc1ccc(Cl)cc1)NC1CCCCCC1 | -1 | 0.0 | 1 | 3.0 | -1 | -10 | ? | -4
CC(C)(C)c1nnc(NC(=O)c2cccnc2)s1 | 3 | 0.2 | 1 | 1.7 | -8 | 7 | 3 | -1
O=C(NCC1CCCO1)C(c1cccs1)N(Cc1ccccc1Cl)C(=O)c1ccc(-c2ccccc2)[nH]1 (stereo not drawn) | -24 | 0.1 | . | . | . | 19 | . | -10
CO[C@H](CN(C)S(=O)(=O)c1ccc(C)cc1)[C@@H](C)CN([C@@H](C)CO)S(=O)(=O)c1cccc(Cl)c1 | -20 | 0.0 | -2 | 2.5 | 7 | . | -5 | 2
O=[N+]([O-])c1ccc(SCCc2ccccn2)cc1 | 4 | 4.9 | -6 | -1.0 | -34 | -40 | -1 | -6
COc1ccc(-c2cn(Cc3ccc4ccccc4c3)nn2)cc1 | . | 0.0 | 2 | -0.7 | -28 | -17 | . | -12
CNC(=O)c1cc(S(=O)(=O)Nc2ccc(C)cc2C)ccc1C | 4 | 0.0 | -1 | 1.9 | . | 7 | 2 | -1
CCc1nc2c(OCc3ccc(F)cc3)cccn2c1N(C)C(=O)CC(C)C | -28 | 0.1 | -3 | 3.1 | 4 | 16 | 10 | .
Cc1ccc2nc(CNC(=O)C3CCC(=O)N(Cc4ccccc4F)C3)cn2c1 (stereo not drawn) | 2 | 0.5 | -6 | -0.1 | . | -16 | 0 | 0
CCc1n[nH]c(=S)n1/N=C/c1c(O)ccc2ccccc12 | -23 | -0.1 | -2 | 0.1 | -28 | 16 | -5 | 32
CCC(C)(C)c1ccc(Oc2cccc(C(=O)O)c2)cc1 | 38 | 0.2 | 1 | -4.5 | -80 | -30 | -4 | -2
COc1cccc(N2C(=NC(=O)C3CCCCC3)SC3CS(=O)(=O)CC32)c1 (stereo not drawn) | 11 | 0.1 | -4 | -1.4 | . | 10 | 11 | -2
CS(=O)(=O)N1CCC(C(=O)Nc2cccc(Br)c2)CC1 | -1 | 0.0 | 2 | 1.2 | -4 | -11 | -2 | 1
Clc1ccccc1-c1nc(/C=N/N2CCOCC2)c2ccccn12 | 5 | 0.0 | 1 | -0.4 | -1 | -10 | 1 | 11
COc1cccc(NC(=O)CN(C)C(=O)Cc2ccc3c(c2)CCC3)c1 | -26 | 0.2 | -2 | -3.0 | -9 | 10 | -3 | .
COc1ccccc1CNC(=O)C1CCN(S(=O)(=O)c2ccc3nc4c(c(C(=O)O)c3c2)CCCC4)CC1 | -12 | -0.1 | . | 2.1 | . | -6 | 0 | 22
COc1cc(-c2coc3c(C(=O)NCc4ccc(N(C)C)cc4)cccc23)ccc1O | -9 | 0.0 | 9 | 0.7 | -18 | -28 | -3 | .
CN(C)C(=O)c1ccc(-c2ccc([C@@H]3[C@H]4CN(C(=O)C5CC5)CC(=O)N4[C@H]3CO)cc2)cc1 | 15 | 0.0 | -2 | 1.4 | 6 | -2 | 5 | .
O=C(CSc1ccc2ccccc2n1)N/N=C/c1ccc(O)cc1 | -24 | 0.2 | 1 | -1.6 | -28 | -45 | 18 | 3
C[C@@H]1CN([C@H](C)CO)C(=O)c2cc(NS(C)(=O)=O)ccc2O[C@H]1CN(C)Cc1ccccc1 | 8 | -0.5 | -4 | 3.8 | -8 | 8 | 0 | -7
Cc1ccc(/C=C/C(=O)c2ccccc2O)cc1 | 7 | 0.1 | -5 | -0.1 | -91 | -156 | 6 | -6
CN(C)CCCNC(=O)C[C@H]1CC[C@@H](NC(=O)Cc2cccnc2)[C@@H](CO)O1 | 9 | -0.3 | 7 | 3.6 | -3 | -2 | -11 | -4
O=C(C=Cc1ccco1)N1CCOCC1 | 27 | -0.1 | -4 | 3.7 | 2 | -13 | 3 | -12
C[C@@H]1CCCCO[C@@H](CN(C)C(=O)Nc2ccc3c(c2)OCO3)[C@@H](C)CN([C@H](C)CO)C(=O)c2cc(NC(=O)NC3CCCCC3)ccc2O1 | -5 | 0.0 | . | 0.9 | -1 | 1 | . | -9
COc1ccc(S(=O)(=O)N2CCOCC2)cc1NC(=O)c1ccc2c(c1)OCO2 | . | 0.1 | -1 | -0.8 | -1 | 4 | 1 | 32
Cc1ccc2ccc(C(Nc3ccccn3)c3ccccc3)c(O)c2n1 (stereo not drawn) | . | 0.0 | 5 | -0.6 | 20 | 45 | 16 | 11
COc1ccc(C(=O)NC2CC(C)(C)NC(C)(C)C2)cc1S(=O)(=O)N1CCOCC1 | 6 | 0.0 | -1 | 0.5 | -11 | -2 | -7 | .
CC(C)C(=O)Nc1ccc(C(=O)N/N=C/C2CC3C=CC2C3)cc1 (stereo not drawn) | -2 | 0.2 | 3 | 2.8 | -8 | 14 | . | .
C[C@@H]1CN([C@H](C)CO)C(=O)c2cc(NC(=O)Nc3ccc(C(F)(F)F)cc3)ccc2O[C@@H](C)CCCCO[C@@H]1CN(C)C(=O)c1ccccc1 | 4 | 0.3 | 0 | 2.8 | -4 | 88* | -7 | 6
Cc1ccc(NC(=O)CNCCCN2CCOCC2)cc1S(=O)(=O)N1CCCCC1 | 7 | 0.0 | -9 | -0.4 | 11 | 3 | -5 | 14
COc1ccc(S(=O)(=O)N2CCCCN3[C@@H](CO)[C@H](c4ccc(C#CC5CC5)cc4)[C@@H]3C2)cc1 | -36 | 0.1 | -2 | -1.4 | -1 | 9 | -3 | 6
Cc1cccc(C(C)C)c1NC(=O)CN1C(=O)NC(Cc2ccccc2)C1=O (stereo not drawn) | 6 | 0.0 | -4 | 0.9 | 1 | 1 | -6 | 6
Cc1ccc(C(C)C)c(OCC(=O)NCC(c2cccs2)N2CCOCC2)c1 (stereo not drawn) | -28 | -0.1 | -7 | -9.7 | 16 | 8 | 14 | -2
C[C@@H]1CN([C@H](C)CO)C(=O)Cc2cc(NS(=O)(=O)c3ccccc3)ccc2O[C@H]1CN(C)Cc1ccccc1 | -8 | 0.5 | 11 | -0.9 | 5 | 1 | 13 | 1
CC1=C(C(=O)Nc2ccccn2)C(c2ccc(Cl)cc2Cl)NC(=S)N1 (stereo not drawn) | -1 | 0.0 | -4 | 1.8 | -34 | -1 | 2 | 2
COc1ccc(/C=C/C(=O)NNC(=O)c2cc(C)oc2C)cc1 | -5 | 0.1 | -7 | -2.4 | -2 | 10 | 7 | 2
COc1ccc(OC)c(NC(=O)NNS(=O)(=O)c2ccc(C)cc2C)c1 | . | 0.3 | -7 | 1.5 | 0 | 6 | 23* | -22
CCOc1ccc(/C=C2\SC(=O)N(CCNC(=O)CN3C(=O)NC4(CCCC4)C3=O)C2=O)cc1OC | -4 | 0.3 | -6 | 3.5 | -7 | 3 | 56* | 3
COC(=O)c1ccccc1NC(=O)COc1ccc(S(=O)(=O)NC(C)C)cc1 | -17 | 0.2 | -1 | 0.6 | 9 | 10 | -4 | -2
Cc1cccnc1NC(=O)c1ccc(NS(=O)(=O)/C=C/c2ccccc2)cc1 | 5 | 0.1 | -2 | -0.6 | 14 | -8 | -6 | -2
C[C@@H](NC(=O)C[C@H]1CC[C@H](NC(=O)Nc2ccc3c(c2)OCO3)[C@H](CO)O1)c1ccccc1 | 11 | 0.0 | -5 | 1.7 | 4 | -9 | -1 | -13
Cc1cc2c(SCC(=O)NC3CCCC3)ncnc2s1 | 3 | 0.1 | -4 | 2.4 | -6 | -12 | -3 | 1
COc1ccc(Cl)cc1NC(=O)Cn1nnc(C(=O)NCCc2ccc(OC)c(OC)c2)c1N | 8 | -0.1 | -1 | 2.0 | . | 6 | 6 | -2
COC(=O)c1cc(Cl)c(NC(=O)C(C)C)cc1OC | 3 | 0.0 | -4 | . | -2 | -7 | 7 | .
CCNC(=O)C[C@H]1CC[C@H]2[C@H](COc3ccc(NC(C)=O)cc3C(=O)N2C)O1 | 21 | 0.3 | 2 | 1.0 | -1 | -24 | -5 | -1
CC(C)N(C(=O)COC(=O)c1cccc(N(C)C)c1)c1ccccc1 | -4 | 0.2 | 0 | 3.2 | -2 | 10 | -9 | 6
O=C1NCCN/C1=C\C(=O)c1ccc(Br)cc1 | 8 | 0.3 | 4 | -0.5 | -76 | -177 | 0 | .
COC(CN(C(=O)CCl)C(C(=O)NC1CCCCC1)c1ccc(Cl)cc1)OC (stereo not drawn) | . | 0.1 | -4 | . | -4 | 11 | -1 | -3
CN(CC(=O)Nc1ccc(F)c(F)c1F)C(=O)/C=C/c1ccc(Cl)cc1 | -4 | 0.1 | . | . | . | -2 | . | -1
CC(=O)c1ccc(OCc2cc(C(=O)N3CCC[C@H]3CO)no2)cc1 | -13 | 0.1 | -5 | -2.8 | . | -6 | 3 | -1
Cc1noc(C)c1S(=O)(=O)Nc1cccc2c1O[C@H](CN(C)Cc1ccc(C(F)(F)F)cc1)[C@H](C)CN([C@H](C)CO)C2=O | -23 | -0.1 | -2 | -0.6 | 6 | 4 | 0 | -8
Cc1ccc2nc(-c3ccccc3)c(CN3CCOCC3)n2c1 | 39 | -0.2 | -3 | 0.2 | 0 | -40 | 18 | -7

Outcome played no part in choosing rows. Share with any hit: about 4.2%.
